Source: PubChem BioAssay
TTR transcr act = activators of transthyretin transcription; 92,000 compounds, 1.3% hits; SH-SY5Y TTR promoter Gaussia luciferase, luminescence; 100% = recombinant luciferase protein wells; activation, % at 16.7 µM; AID 1117267;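 active means activation above the mean of all tested compounds plus 3 SD, cut at about 9.5% in these data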;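 further: cells exposed to compounds for one day before reading; 0% = median of all test compound wells on the plate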
Active calls of the source: *.

SMILES	TTR transcr act
O=C(c1ccc(Cl)cc1)N1C2C=CC(C2)C1(C(F)(F)F)C(F)(F)F (stereo not drawn)	0.3
C=CCOC(=O)C1=C(C)NC(=O)NC1c1ccc(OCC)cc1 (stereo not drawn)	2.0
CCCCCCOC(=O)CCc1c(C)nc(N)[nH]c1=O	5.5
Cc1csc2ncc(C(=O)Nc3ccccc3Cl)c(=O)n12	0.1
CN1C(=O)c2cccc(NC(=O)Cc3ccccc3)c2C1=O	1.4
O=c1c2ccccc2ncn1Cc1ccc(Cl)c(Cl)c1	0.0
CSc1nnc([C@H](Cc2c[nH]c3ccccc23)NC(=O)OC(C)(C)C)o1	-1.6
CCn1cc(S(=O)(=O)N2CCCC2)cn1	14*
O=C(Nc1cccc(C(F)(F)F)c1)c1cccnc1N1CCOCC1	-0.5
Cc1ccc(C(=O)NCc2ccco2)cc1S(=O)(=O)N1CCCC1	-0.3
O=C1NC[C@@H](CCCCN2C[C@H](Cc3ccccc3)N(CCC3CCCCC3)C(=O)C2=O)N(CCc2ccc(O)cc2)C1=O	-2.6
Fc1cnc(N/N=C/c2ccc(-c3ccc(Br)cc3)o2)nc1N1CCOCC1	0.4
Cc1ccc(C(=O)NC(C)c2ccc(F)cc2)cc1 (stereo not drawn)	0.1
CC1Oc2ccccc2C=C1/C=C1/SC(N2CCOCC2)=NC1=O (stereo not drawn)	-1.8
COc1ccc2cc(C3NC(=O)c4ccccc4N3)c(Cl)nc2c1 (stereo not drawn)	0.6
Cc1sc(-c2ccccn2)nc1OC(=O)c1ccc(Cl)c(Cl)c1	1.6
O=C(Nc1cccc(Cl)c1)NC1CCN(C2CCCCC2)C1 (stereo not drawn)	-0.7
CCn1nnnc1SCC(=O)Nc1cc(OC)cc(OC)c1	4.2
O=C(NC1CCCCC1)C1CCCN1C(=O)Nc1ccccc1 (stereo not drawn)	-0.1
Cc1cc(CSC(=N)N)c(CSC(=N)N)cc1C	-0.8
COCCn1c(SCc2nc3sc(C(=O)OC)c(C)c3c(=O)[nH]2)nc2ccccc21	2.6
CCc1ccc(C(=O)COC(=O)c2ccc(-c3nnc(-c4ccccc4)o3)cc2)cc1	-0.5
Cc1ccc(S(=O)(=O)N2[C@@H](c3cccc(Cl)c3)C(C(=O)O)=CC[C@H]2c2ccc(Cl)c(Cl)c2)cc1	-0.1
Cc1ccc2c(c1)N(CCCC(=O)NCCCN1CCCC1=O)C(=O)CO2	0.5
CC(C)c1nc2sc3c(=O)[nH]cnc3c2c2c1CCCC2	3.2
O=C(COC(=O)c1c(Cl)ccc(Cl)c1Cl)NC(=O)NCc1ccccc1	0.3
Cc1ccc(CN2CC(N3CC=CC3)CS2(=O)=O)cc1 (stereo not drawn)	-0.4
O=C(c1cc(-c2cccc3ccccc23)nc2ccccc12)N1CCN(CCO)CC1	-2.0
O=C1CCN(Cc2cccnc2)CCN1[C@H](CO)c1ccccc1	0.3
C[C@@H]1CCCCO[C@@H](CN(C)Cc2ccc3c(c2)OCO3)[C@@H](C)CN([C@H](C)CO)C(=O)c2cc(NS(=O)(=O)c3ccccc3)ccc2O1	-1.9

Sorted by formula weight (largest number first): some entries from above
SMILES	TTR transcr act
C[C@@H]1CCCCO[C@@H](CN(C)Cc2ccc3c(c2)OCO3)[C@@H](C)CN([C@H](C)CO)C(=O)c2cc(NS(=O)(=O)c3ccccc3)ccc2O1	-1.9
Cc1ccc(S(=O)(=O)N2[C@@H](c3cccc(Cl)c3)C(C(=O)O)=CC[C@H]2c2ccc(Cl)c(Cl)c2)cc1	-0.1
COCCn1c(SCc2nc3sc(C(=O)OC)c(C)c3c(=O)[nH]2)nc2ccccc21	2.6
O=C(COC(=O)c1c(Cl)ccc(Cl)c1Cl)NC(=O)NCc1ccccc1	0.3
CCc1ccc(C(=O)COC(=O)c2ccc(-c3nnc(-c4ccccc4)o3)cc2)cc1	-0.5
Cc1ccc2c(c1)N(CCCC(=O)NCCCN1CCCC1=O)C(=O)CO2	0.5
Cc1sc(-c2ccccn2)nc1OC(=O)c1ccc(Cl)c(Cl)c1	1.6
COc1ccc2cc(C3NC(=O)c4ccccc4N3)c(Cl)nc2c1 (stereo not drawn)	0.6
O=C1CCN(Cc2cccnc2)CCN1[C@H](CO)c1ccccc1	0.3
CCn1nnnc1SCC(=O)Nc1cc(OC)cc(OC)c1	4.2
O=C(Nc1cccc(Cl)c1)NC1CCN(C2CCCCC2)C1 (stereo not drawn)	-0.7
O=C(NC1CCCCC1)C1CCCN1C(=O)Nc1ccccc1 (stereo not drawn)	-0.1
CC(C)c1nc2sc3c(=O)[nH]cnc3c2c2c1CCCC2	3.2
Cc1ccc(CN2CC(N3CC=CC3)CS2(=O)=O)cc1 (stereo not drawn)	-0.4
Cc1cc(CSC(=N)N)c(CSC(=N)N)cc1C	-0.8
Cc1ccc(C(=O)NC(C)c2ccc(F)cc2)cc1 (stereo not drawn)	0.1

The list continues.
SMILES	TTR transcr act
COC(=O)[C@@]1(C)[C@H]2C(=O)N(C)C(=O)[C@H]2[C@H]2CN(C)C(=NC3CCCCC3)N21	0.5
CCCOC(=O)Cn1cnc2scc(-c3ccc(OC)cc3)c2c1=O	-2.5
Cc1c(NC(=O)c2c(N)sc3c2CCCC3)c(=O)n(-c2ccccc2)n1C	2.2
CO/N=C(\N)c1ccc([N+](=O)[O-])cc1	2.5
COc1ccccc1NC(=O)c1c(O)c2ccccc2[nH]c1=O	0.2
c1ccc(CCC2=NCCn3cccc32)cc1	2.9
CCC(C)Nc1nc(N)c([N+](=O)[O-])c(Nc2cc(OC)ccc2OC)n1 (stereo not drawn)	-0.4
CCCCn1c(CCNC(=O)c2cccs2)nc2ccccc21	-0.8
CCN(CC(=O)N1CCc2ccccc2C1)S(=O)(=O)c1ccc2ccccc2c1	-2.0
COc1cccc(C2=NOC(C(=O)Nc3cccnc3Cl)C2)c1 (stereo not drawn)	2.2
COC(=O)CN1C(=S)N(c2ccc(F)cc2)C(=O)C1CC(=O)Nc1ccc(F)cc1 (stereo not drawn)	2.4
COCc1cccc(-c2csc(C(NC(C)=O)c3cccc(OC)c3)n2)c1 (stereo not drawn)	0.7
CN(CCO)C(=O)c1ccc(-c2nn(C)c(=O)c3ccccc23)cc1	-2.1
COc1ccc(OC)c(CNC(=O)C2CCCN(c3ncnc4c3nc3n4CCCCC3)C2)c1 (stereo not drawn)	0.6
O=c1cc(-c2ccccc2)oc2ccc(O)cc12	-1.1
O=C(COC(=O)C(Cc1ccccc1)NC(=O)c1ccc(Cl)cc1)c1ccc(Cl)cc1 (stereo not drawn)	1.1
Cc1ccsc1C(=O)OCC(=O)N(Cc1ccccc1)C(C)C	2.1
Cc1ccc(CNC(=O)[C@@H](NC(=O)C2CCN(C(=O)[C@@H](N)CC(C)C)CC2)C(C)C)cc1	1.0
O=C(NCc1ccc(F)cc1)C1CCCN(C(=O)Nc2ccc(F)cc2)C1 (stereo not drawn)	0.7
Fc1cccc(F)c1-c1nc2c(s1)CCc1onc(-c3ccc(Br)cc3)c1-2	-1.5
CCCCCn1c(SC(C)C(C)=O)nc2c1c(=O)[nH]c(=O)n2C (stereo not drawn)	0.1
COc1cscc1C(=O)O	-0.6
COc1cc(OC)cc(C(=O)N[C@H](C(=O)OCC(=O)Nc2sccc2C#N)C(C)C)c1	2.5
Cc1cccc(NC(=O)Nc2ccc(C)cc2Br)c1	-1.8
CCn1ncc(/C=N/NC(=O)c2ccc3c(c2)OCO3)c1C	-3.8
COc1ccc(Cl)cc1C(=O)NNC(=S)NC(=O)c1cc(-c2ccc(Cl)cc2)nc2ccccc12	-0.2
CSc1ncc(CN2CCN(C3CCN(C(C)C)CC3)C(CCO)C2)cn1 (stereo not drawn)	-0.3
Cc1cccc(Nc2nnc(SCc3cn4ccsc4n3)s2)c1	1.4
Cn1c(=O)c2c(nc(SCC(=O)N3CCc4ccccc4C3)n2C)n(C)c1=O	-2.0
CC1C/C(=N\NC(=S)NCc2ccccc2)CC(C)(C)C1 (stereo not drawn)	-2.1
Cc1c(NC(=O)c2cccc(NC(=O)Cc3ccccc3F)c2)c(=O)n(-c2ccccc2)n1C	-1.0
N#CCCN(Cc1cccnc1)C(=S)NC1CC2C=CC1C2 (stereo not drawn)	10*
COc1ccc(NC(=O)CN(C)S(=O)(=O)c2ccc3c(c2)c(=O)n(C)c(=O)n3C)cc1	0.4
CCC(C)(C)NC(=S)Nc1ccc(-c2nc3ccc(C)cc3s2)cc1	-2.3
Cn1c(CNC(=O)c2ccco2)nnc1SCC(=O)c1ccc(Br)cc1	-0.1
Cc1ccc[n+](C(C(=S)NCc2ccco2)=C([O-])c2ccccc2Cl)c1	3.5
COc1ccccc1N1CCN(Cc2cc(=O)oc3ccccc23)CC1	0.6
NC(=O)C[n+]1cccc(CNC(=O)c2ccc(OC(F)F)cc2)c1	-1.6
COc1ccc(CCNS(=O)(=O)c2ccc3c(c2)NC(=O)C(C)S3)cc1OC (stereo not drawn)	-0.6
CCOC(=O)[C@@H]1[C@H]2COc3cc(OC)ccc3[C@@H]2N2C(=O)N(c3ccc(F)cc3)C(=O)[C@@]12C	-1.1
O=C(c1cc(COc2ccc(F)cc2Cl)on1)N1CCCCCC1	1.2
CN(Cc1ccccc1)C1(CNC(=O)CCC(F)(F)F)Cc2ccccc2C1	-0.6
Cc1cccc(NC(=S)N2CCN(c3ccccc3F)CC2)c1C	0.6
CN1CCN(c2oc(Cc3cccc4ccccc34)nc2C#N)CC1	-0.8
COc1ccc(C(=O)C(CN2CCCC2)c2ccccc2)cc1 (stereo not drawn)	-4.0
COC(=O)CC[C@@H](/C=C/C(=O)OC(C)(C)C)Sc1ccc(C(C)(C)C)cc1	3.5
COc1ccc(S(=O)(=O)NC(C)C(=O)Nc2cccc(C(C)=O)c2)cc1 (stereo not drawn)	-1.5
COc1ccc(N(CC(=O)NCc2ccc(Cl)cc2)S(=O)(=O)c2c(C)nn(C)c2C)cc1	-1.6
CN1C(=O)Cc2cc(S(=O)(=O)N3CCN(c4ccccc4F)CC3)ccc21	-1.4
N/C(=N\OC(=O)CCC1CCCC1)c1cccc([N+](=O)[O-])c1	0.8
O=S(=O)(c1ccccc1)C1CON(Cc2ccccc2)C1c1ccccc1 (stereo not drawn)	3.6
N#Cc1ccc2nc3c(nc2c1)CCCC3	6.2
O=C1CCCN1CCCNS(=O)(=O)c1ccc(F)cc1F	0.1
COc1ccc(CCN2C(=S)N(C)C(=O)C2CC(=O)Nc2ccc(F)cc2)cc1 (stereo not drawn)	0.2
CC(=N[C@@H]1CCCC[C@H]1N=C(C)c1ccccc1O)c1ccccc1O	2.7
CCn1nnnc1-c1ccc(OC)c(S(=O)(=O)Nc2ccccc2OC)c1	-2.2
Cc1cc(Cl)ccc1NC(=S)NCc1ccco1	-1.2
Cc1cc(OC(=O)N2CCCCC2)cc(C)c1Cl	-2.1
CN1/C(=C\C(=O)COC(=O)c2ccco2)C(C)(C)c2ccccc21	-1.1
Cc1ccc(Cl)cc1-c1ccc(C=Nc2ccc(N3CCOCC3)cc2)o1	1.3
The listing continues:
SMILES	TTR transcr act
NC(=O)NC(=O)COC(=O)c1ccc(OC(F)(F)F)cc1	-0.5
N/C(=N\OC(=O)Cc1cccc2ccccc12)c1ccccn1	-1.0
COc1ccccc1NC(=O)Cn1c(=O)n(CCc2c[nH]c3ccccc23)c(=O)c2cccnc21	-0.3
CC1C2CC(C/C2=N/NC(=O)c2cccs2)C1(C)C (stereo not drawn)	1.5
CCn1nc(C)c(CN2CCN(Cc3ccsc3)C(CCO)C2)c1C (stereo not drawn)	3.8
Cc1cc(NC(=O)c2ccc(C#N)cc2)n(-c2ccccc2)n1	0.5
Nn1c(COc2ccc(Cl)cc2)n[nH]c1=S	-1.8
N#CCCN(C(=O)CSc1nc2nc(-c3cccs3)cc(C(F)(F)F)c2c(=O)[nH]1)c1ccccc1	-0.8
COc1ccc(NC(=O)c2ccc([N+](=O)[O-])cc2[N+](=O)[O-])c(OC)c1	1.5
O=C(COc1ccc(F)cc1)Nc1nccs1	-0.2
CCOC(=O)C(NC(=O)Nc1ncccn1)(Oc1ccccc1)C(F)(F)F (stereo not drawn)	2.2
CC(C)CSc1nc2ccccc2n1CC(=O)O	-0.1
COc1ccc(C(C)=O)cc1COC(=O)c1cc2ccccc2cc1O	-0.9
CCCCCn1c(=O)c(C(=O)OCC)c(Cl)c2ccccc21	-2.2
CCOC(=O)/C(C#N)=C1/C=CN(c2ccccc2)C=N1	-0.1
CCOC(=O)C1=C(C)N(C)C(=O)NC1c1c(OC)ccc2ccccc12 (stereo not drawn)	1.6
CN(C)CC1CCCCC1OC(=O)c1ccc(Cl)cc1Cl (stereo not drawn)	1.5
O=C(Nc1ccc(NC(=O)c2ccccc2Cl)c(Cl)c1)c1ccccn1	-2.2
CCOC(=O)C1=C(CSc2nc(-c3ccncc3)ccc2C#N)OC(N)=C(C#N)C1c1ccc(OC)cc1 (stereo not drawn)	2.3
Cc1cccc(Oc2ncnc(N)c2[N+](=O)[O-])c1C	2.9
COc1ccc(NC(=O)CSc2[nH]c(=O)cc(C)c2C#N)cc1OC	0.5
Cc1ccc(C2=CC(C)(c3ccc(C)cc3)Nc3nc(C(F)(F)F)nn32)cc1 (stereo not drawn)	-0.1
NC(=O)c1ccccc1NC(=O)C(c1ccccc1)c1ccccc1	0.5
CCOC(=O)c1cnc2nc(SCc3ccccc3Cl)[nH]n2c1=O	0.1
Cc1nc(-c2cccc(NS(=O)(=O)c3ccccc3)c2)cs1	0.9
S=C1SCN(CCN2CCOCC2)CN1Cc1ccccc1	-0.1
COc1ccc(C)cc1S(=O)(=O)N1CCN(S(=O)(=O)c2cc(C)ccc2OC)C(C)C1 (stereo not drawn)	4.5
Cc1c(C2(O)CCCCC2)[nH]c2cc(C(F)(F)F)ccc12	-8.4
COC(=O)c1ccccc1OC(=O)c1cc2ccccc2oc1=O	-1.3
COC(=O)[C@]12C[C@H](CC(=O)N3CCCC3)C(=O)N(Cc3cccc4ccccc34)C1=C[C@H](C(C)(C)C)O[C@@H]2C	-1.8
CCC(C(=O)OCC(=O)Nc1ccc(C(=O)Nc2ccc(OC)cc2)cc1)c1ccccc1 (stereo not drawn)	-3.9
Cn1nccc1NS(=O)(=O)c1ccc(NC(=O)C(F)(F)F)cc1	-0.4

This is a subset, so the mix of outcomes need not match the whole.
